STK33 inh: human STK33 kinase inhibition. ADP-Glo luminescence, MBP substrate. hit rate 0.44% among 27,000. inhibition, % at 12.5 µM. Q9BYT3; in the data active means inhibition above about 20%
Target sequence (Q9BYT3 whole entry, looked up): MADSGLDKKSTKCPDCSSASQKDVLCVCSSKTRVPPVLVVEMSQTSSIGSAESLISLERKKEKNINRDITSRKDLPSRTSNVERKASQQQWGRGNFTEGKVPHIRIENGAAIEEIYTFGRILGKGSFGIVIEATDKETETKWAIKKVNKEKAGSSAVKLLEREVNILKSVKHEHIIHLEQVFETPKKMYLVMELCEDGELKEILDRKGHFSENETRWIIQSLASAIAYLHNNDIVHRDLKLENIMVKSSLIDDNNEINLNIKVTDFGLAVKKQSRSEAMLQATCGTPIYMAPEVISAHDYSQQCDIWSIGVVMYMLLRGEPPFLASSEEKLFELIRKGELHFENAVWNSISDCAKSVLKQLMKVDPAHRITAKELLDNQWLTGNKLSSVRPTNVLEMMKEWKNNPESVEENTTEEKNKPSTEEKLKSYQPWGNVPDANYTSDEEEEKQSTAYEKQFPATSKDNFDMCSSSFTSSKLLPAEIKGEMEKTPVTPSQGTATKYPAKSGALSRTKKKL
mut p53 react: mutant p53 pathway reactivation | activation, % at 9.98 µM | hit rate 1.5% among 28,000 | SW480 PUMA-promoter luciferase | AID 624151; in the data active means activation above about 52%
An asterisk follows results filed as active; / = not tested or not shown. This is a subset (hit frequency here may not be typical).

Sample of the layout (2 entries):
SMILES	STK33 inh	mut p53 react
C/C=C/c1ccc2c(c1)O[C@H](CN(C)C(=O)c1ccc(F)cc1)[C@@H](C)CN([C@H](C)CO)S2(=O)=O	/	-7
COc1ccc(S(=O)(=O)N(C(C)=O)c2ccc3oc4c(c3c2)CC(C)CC4)cc1[N+](=O)[O-] (centres undefined)	-1	-11

All compounds of this part (from the top)
SMILES	STK33 inh	mut p53 react
C/C=C/c1ccc2c(c1)O[C@H](CN(C)C(=O)c1ccc(F)cc1)[C@@H](C)CN([C@H](C)CO)S2(=O)=O	/	-7
COc1ccc(S(=O)(=O)N(C(C)=O)c2ccc3oc4c(c3c2)CC(C)CC4)cc1[N+](=O)[O-] (centres undefined)	-1	-11
COc1ccc(S(=O)(=O)N(C)C[C@@H]2Oc3ccc(NC(=O)Nc4ccc5c(c4)OCO5)cc3CC(=O)N([C@H](C)CO)C[C@H]2C)cc1	/	-6
O=C1CC2(CCCC2)CC(=O)N1CCCCNCC1COc2ccccc2O1 (centres undefined)	1	/
Cc1ccc(NC(=O)CN(c2ccc(Cl)c(C(F)(F)F)c2)S(C)(=O)=O)cc1Cl	2	1
CC(C)NC(=O)Nc1ccc2c(c1)C(=O)N([C@H](C)CO)C[C@H](C)[C@H](CN(C)S(C)(=O)=O)OCCCC[C@@H](C)O2	-3	/
COc1ccc(NC(=O)N(C)C[C@@H]2Oc3c(NS(=O)(=O)c4cccs4)cccc3C(=O)N([C@H](C)CO)C[C@@H]2C)cc1	/	-8
CC(=O)NCCCN(CCCCN(CCCNC(=O)/C=C/c1ccc(O)cc1)C(C)=O)C(=O)/C=C/c1ccc(O)cc1	40*	36
COc1ccc(S(=O)(=O)N(C)C[C@@H]2Oc3ccc(NC(=O)C4CC4)cc3C(=O)N([C@@H](C)CO)C[C@@H]2C)cc1	-3	0
C[C@@H]1CN([C@H](C)CO)C(=O)Cc2cc(NS(C)(=O)=O)ccc2O[C@@H]1CN(C)Cc1ccncc1	0	/
COCC#Cc1cnc2c(c1)C(=O)N([C@H](C)CO)C[C@@H](C)[C@@H](CN(C)C(=O)CN1CCOCC1)O2	/	6
Cc1noc(C)c1NC(=O)Nc1ccc2c(c1)C(=O)N([C@H](C)CO)C[C@H](C)[C@@H](CN(C)C(=O)c1ccccc1)OCCCC[C@@H](C)O2	0	/
COC(=O)C1=C(C)NC(C)=C(C(=O)OC)C1c1cc(Br)ccc1OCC(N)=O	2	-9
C/C=C/c1cnc2c(c1)C(=O)N([C@@H](C)CO)C[C@@H](C)[C@@H](CN(C)S(=O)(=O)c1ccccc1F)O2	/	8
COc1cc(NC(=O)COc2ccc(Br)cc2)ccc1NC(=O)c1cc2ccccc2o1	7	24
Cc1cccc(C)c1NC(=O)COc1cc(O)c2c(=O)cc(-c3ccccc3)oc2c1	4	-61
COc1ccc(CNC(=O)CCn2c(=O)c3sccc3n(Cc3cc(C)ccc3C)c2=O)cc1	/	-8
CCN(CC)CCOC(=O)C(Cc1cccc2ccccc12)CC1CCCO1 (centres undefined)	4	/
C[C@@H]1CN([C@@H](C)CO)S(=O)(=O)c2ccc(C#Cc3ccccc3F)cc2O[C@H]1CN(C)CC1CC1	/	-33
COc1cccc2c(=O)c(CCC(=O)O)c(C)[nH]c12	-1	-25
CCC(C)c1c(O)nc(SCC(=O)Nc2ccccc2)[nH]c1=O (centres undefined)	2	8
O=C(COc1ccccc1[N+](=O)[O-])Nc1ccccc1N1CCN(C(=O)c2ccccc2)CC1	6	8
O=C(CSc1nc2ncccc2[nH]1)Nc1ccccc1F	0	11
CC(=O)O[C@@]1(C)C[C@@H](OC(=O)/C=C/c2ccc(O)cc2)[C@@H]2C(C(=O)O)=COC(O[C@@H]3O[C@H](CO)[C@@H](O)[C@H](O)[C@H]3O)[C@@H]21 (some centres undefined)	0	-17
Cc1ccc(N(C(=O)COc2ccc(C(C)(C)C)cc2)C2C=CS(=O)(=O)C2)cc1 (centres undefined)	-1	-5

Reprinted at random: 5 entries already listed.
SMILES	STK33 inh	mut p53 react
CCN(CC)CCOC(=O)C(Cc1cccc2ccccc12)CC1CCCO1 (centres undefined)	4	/
C[C@@H]1CN([C@H](C)CO)C(=O)Cc2cc(NS(C)(=O)=O)ccc2O[C@@H]1CN(C)Cc1ccncc1	0	/
COCC#Cc1cnc2c(c1)C(=O)N([C@H](C)CO)C[C@@H](C)[C@@H](CN(C)C(=O)CN1CCOCC1)O2	/	6
Cc1cccc(C)c1NC(=O)COc1cc(O)c2c(=O)cc(-c3ccccc3)oc2c1	4	-61
C[C@@H]1CN([C@@H](C)CO)S(=O)(=O)c2ccc(C#Cc3ccccc3F)cc2O[C@H]1CN(C)CC1CC1	/	-33

The list continues:
SMILES	STK33 inh	mut p53 react
CCOc1ccc(NC(=O)CC2NC3CCCCC3NC2=O)cc1 (centres undefined)	3	7
C=C(CO)[C@]1(O)C[C@@]2(C)C(=CC1=O)C=C[C@@H](O)[C@@H]2C	-3	-1
C[C@H](O)C#Cc1ccc2c(c1)O[C@@H](CN(C)C(=O)Cc1ccccn1)[C@H](C)CN([C@H](C)CO)S2(=O)=O	/	6
C[C@H]1CN([C@@H](C)CO)C(=O)Cc2cc(NS(=O)(=O)c3ccc(F)cc3)ccc2O[C@H]1CN(C)C(=O)Nc1ccc(F)cc1	0	/
NC(=O)[C@@H]1[C@H]2C(=O)O[C@H](c3ccccc3)[C@H](c3ccccc3)N2[C@H](c2ccc(OCCO)cc2)[C@@]12C(=O)Nc1ccc(C#CC3(O)CCCCCC3)cc12	22*	/
C[C@@H]1CCCCO[C@@H](CN(C)C(=O)Cc2ccccc2)[C@@H](C)CN([C@H](C)CO)C(=O)c2cc(NC(=O)Cc3ccccc3)ccc2O1	2	/
CC(C)OC(=O)c1cc(N)c2c(-c3ccc(F)cc3)c(-c3cccs3)sc2n1	-1	/
COc1ccc(NC(=O)CN2CCN(S(=O)(=O)c3ccc(C)cc3C)CC2)cc1	0	2
Cc1noc(C)c1S(=O)(=O)Nc1ccc2c(c1)CC(=O)N([C@@H](C)CO)C[C@@H](C)[C@H](CN(C)C)O2	/	2
Nc1nc(Cl)nc2c1ncn2C1C[C@@H](O)C(CO)O1 (some centres undefined)	-2	16
Cc1noc(C)c1NC(=O)Nc1cccc2c1O[C@H](CN(C)Cc1ccc(Cl)c(Cl)c1)[C@H](C)CN([C@H](C)CO)C2=O	/	-4
C[C@H]1CN([C@@H](C)CO)C(=O)Cc2cc(NC(=O)C3CC3)ccc2O[C@@H]1CN(C)C(=O)NC1CCCCC1	0	/
C[C@@H]1CCCCO[C@@H](CN(C)Cc2ccccc2)[C@@H](C)CN([C@H](C)CO)C(=O)c2cc(N(C)C)ccc2O1	1	4
COc1ccc(NC(=O)N(C)C[C@H]2Oc3ccc(NC(=O)c4ccncc4)cc3CC(=O)N([C@@H](C)CO)C[C@H]2C)cc1	4	/
C[C@@H]1CN([C@H](C)CO)C(=O)c2cc(NC(=O)c3ccncc3)ccc2O[C@@H](C)CCCCO[C@@H]1CN(C)C(=O)Cc1ccccc1	/	-17
COc1cccc(-c2nc(SCC(=O)Nc3cccc(C(F)(F)F)c3)[nH]c(=O)c2C#N)c1	-8	2
COc1ccc(NC(=O)Nc2ccc3c(c2)CC(=O)N([C@H](C)CO)C[C@@H](C)[C@H](CN(C)C(=O)Nc2ccc(OC)cc2)O3)cc1	-2	0
CC(C)NC(=O)N(C)C[C@@H]1OCCCC[C@@H](C)Oc2ccc(NC(=O)Nc3ccc4c(c3)OCO4)cc2C(=O)N([C@@H](C)CO)C[C@H]1C	/	-12
CCCNC(=O)[C@@H]1c2ccccc2C(=O)N(Cc2ccccc2OC)[C@H]1c1ccc(CO)cc1	-2	/
C[C@H](CO)N1C[C@H](C)[C@H](CN(C)C(=O)CCCN(C)C)OCc2cn(nn2)CCCC1=O	-3	1
C[C@H]1CN([C@@H](C)CO)C(=O)CCCn2cc(nn2)CO[C@@H]1CN(C)Cc1ccccc1C(F)(F)F	1	/
COc1ccc(S(=O)(=O)Nc2ccc3c(c2)C(=O)N([C@@H](C)CO)C[C@@H](C)[C@@H](CN(C)S(=O)(=O)c2ccc(F)cc2)O3)cc1	1	/
Cc1ccc(-c2cc(C(=O)NCCCn3ccnc3)no2)cc1	4	42
COc1ccc(NC(=O)CN(c2cc(Cl)c(Cl)cc2Cl)S(C)(=O)=O)c(OC)c1	-3	-21
Cc1noc(C)c1NC(=O)Nc1ccc2c(c1)CC(=O)N([C@@H](C)CO)C[C@H](C)[C@H](CN(C)Cc1ccncc1)O2	-3	-3
Other entries follow:
SMILES	STK33 inh	mut p53 react
CC1(C)CC[C@]2(C(=O)O[C@@H]3O[C@H](CO)[C@@H](O)[C@H](O)[C@H]3O)CC[C@]3(C)C(=CCC4[C@@]5(C)CC[C@H](O[C@@H]6O[C@H](C(=O)O)[C@@H](O)[C@H](O)[C@H]6O)C(C)(C)C5CC[C@]43C)C2C1 (some centres undefined)	-5	/
C[C@H]1CN([C@@H](C)CO)C(=O)c2cc(NC(=O)CCN3CCOCC3)ccc2O[C@@H]1CN(C)Cc1ccc(Cl)c(Cl)c1	0	/
C[C@@H]1CN([C@H](C)CO)C(=O)Cc2cc(NC(=O)Cn3cnnn3)ccc2O[C@@H]1CN(C)S(C)(=O)=O	3	/
COC(=O)c1c(NC(=S)Nc2ccc(S(=O)(=O)N3CCOCC3)cc2)sc2c1CCC(C)C2 (centres undefined)	0	-1
O=C(CSc1n[nH]c(-c2ccco2)n1)c1c[nH]c2ccccc12	3	-10
CN(C)c1nc(NC(C)(C)C)nc(SCC(=O)Nc2ccccc2)n1	-1	5
Cc1cc(Cl)c(S(=O)(=O)Nc2ccc(F)cc2)cc1OCC(N)=O	-1	-6
C[C@H](CO)N1C[C@H](C)[C@@H](CN(C)Cc2ccc(F)cc2)Oc2ncc(C#Cc3cccnc3)cc2C1=O	/	5
CC(=O)Nc1ccccc1NS(=O)(=O)c1ccccc1[N+](=O)[O-]	-2	-1
Cc1noc(C)c1NC(=O)N(C)C[C@@H]1Oc2ccc(NC(=O)Nc3cccc4ccccc34)cc2CC(=O)N([C@H](C)CO)C[C@H]1C	-1	/
CC(C)(O)CCCC(C)(O)c1ccc(C(=O)O)cc1O (centres undefined)	-2	0
C[C@@H]1CCCCO[C@@H](CN(C)C(=O)C2CCCCC2)[C@@H](C)CN([C@H](C)CO)C(=O)c2cc(NC(=O)CCC(F)(F)F)ccc2O1	4	/
Cc1onc(-c2c(F)cccc2Cl)c1C(=O)Nc1cccc(Cn2cccn2)c1	-3	6
C[C@@H]1CN([C@H](C)CO)C(=O)c2cccc(NS(=O)(=O)c3cccs3)c2O[C@H]1CN(C)C(=O)Nc1ccc(C(F)(F)F)cc1	/	16
N#C/C(=C\c1ccc(C2=CCOc3ccccc32)s1)S(=O)(=O)c1ccccc1	/	12
COC(=O)c1ccc(OCC(=O)Nc2cc(OC)ccc2OC)c(OC)c1	-1	5
CNC[C@H]1OCCCC[C@@H](C)Oc2ccc(NC(=O)C3CCCCC3)cc2C(=O)N([C@H](C)CO)C[C@@H]1C	-1	1
Cc1ccc(NS(=O)(=O)c2cc(C(=O)NCC3CCCO3)ccc2Cl)cc1C (centres undefined)	-1	-3
C[C@@H]1CCCCO[C@@H](CN(C)Cc2ccc(Cl)c(Cl)c2)[C@@H](C)CN([C@H](C)CO)C(=O)c2cc(NC(=O)NC3CCCCC3)ccc2O1	4	/
Cc1ccccc1-c1nnc(SCC(=O)Nc2ccc(Br)c(C)c2C)n1C	1	8
Cc1cc(I)ccc1NC(=O)CN(c1ccccc1F)S(C)(=O)=O	0	-5
CSc1ncc(Cl)c(C(=O)Nc2sc3c(c2C(=O)NCc2ccco2)CCC3)n1	2	-5
C[C@@H]1CCCCO[C@@H](CN(C)Cc2ccc(Cl)c(Cl)c2)[C@@H](C)CN([C@H](C)CO)C(=O)c2cc(NS(=O)(=O)c3cn(C)cn3)ccc2O1	-1	/
C[C@H](CO)N1C[C@H](C)[C@H](CN(C)C(=O)Nc2ccc3c(c2)OCO3)Oc2ccc(NS(=O)(=O)c3cccs3)cc2CC1=O	0	13
Cc1noc(C)c1NC(=O)N(C)C[C@@H]1OCCCC[C@@H](C)Oc2ccc(NS(C)(=O)=O)cc2C(=O)N([C@@H](C)CO)C[C@H]1C	/	8
Next section:
SMILES	STK33 inh	mut p53 react
CCC(=O)NC(c1c(C)[nH]n(-c2ccccc2)c1=O)(C(F)(F)F)C(F)(F)F	/	-6
C[C@@H]1CN([C@H](C)CO)C(=O)c2cc(NC(=O)C3CC3)ccc2O[C@@H]1CN(C)S(=O)(=O)c1cn(C)cn1	/	-4
C[C@H]1CN([C@@H](C)CO)C(=O)c2cc(NC(=O)CCN3CCOCC3)ccc2O[C@H]1CN(C)Cc1ccc(Cl)c(Cl)c1	-1	/
OC(COc1ccc2ccccc2c1)Cn1cncn1 (centres undefined)	-1	30
CCOc1ccc(NC(C)=O)cc1	-1	/
CO[C@@H]1CC(OC2CCC3(C)C(CCC45CCC(C6=CC(=O)OC6)C(C)(CCC43)C5=O)C2)O[C@H](C)[C@@H]1O[C@@H]1O[C@H](CO[C@@H]2O[C@H](CO)[C@@H](O)[C@H](O)[C@H]2O)[C@@H](O)[C@H](O)[C@H]1O (some centres undefined)	0	-85
COc1ccc(NC(=O)CC2Sc3ccc(C(F)(F)F)cc3NC2=O)c(OC)c1 (centres undefined)	1	6
Cc1ccc(S(=O)(=O)N(C)C[C@@H]2Oc3ccc(NC(=O)NC4CCCCC4)cc3C(=O)N([C@@H](C)CO)C[C@H]2C)cc1	1	/

A few values from the results shown:
Cc1ccc(S(=O)(=O)N(C)C[C@@H]2Oc3ccc(NC(=O)NC4CCCCC4)cc3C(=O)N([C@@H](C)CO)C[C@H]2C)cc1 – STK33 inh: 1
CCOc1ccc(NC(C)=O)cc1 – STK33 inh: -1
COc1cccc2c(=O)c(CCC(=O)O)c(C)[nH]c12 – mut p53 react: -25
C[C@@H]1CCCCO[C@@H](CN(C)C(=O)Cc2ccccc2)[C@@H](C)CN([C@H](C)CO)C(=O)c2cc(NC(=O)Cc3ccccc3)ccc2O1 – STK33 inh: 2
COC(=O)c1c(NC(=S)Nc2ccc(S(=O)(=O)N3CCOCC3)cc2)sc2c1CCC(C)C2 (centres undefined) – mut p53 react: -1
COc1cccc(-c2nc(SCC(=O)Nc3cccc(C(F)(F)F)c3)[nH]c(=O)c2C#N)c1 – mut p53 react: 2
